# Screening results deposited in PubChem by several laboratories.
# GC-B act: GC-B (human) receptor activation. P20594. HEK293-GC-B cells, CNP EC30, cGMP TR-FRET; 0% at EC30 CNP, 100% saturating CNP. activation, % at 10 µM. 370,000 tested, 0.11% active. AID 1920062;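 active = activation at 10 µM reaching about 35% in either raw or pattern-adjusted values, limit read from the data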
# hgDAF-12 ag: hgDAF-12 agonism, primary luciferase screen. HEK293 GAL4-hgDAF12 UAS-luciferase reporter, agonist luminescence; normalized to butyrate control. activation, % at 6.8 µM. 370,000 tested, 1.8% active. AID 687014;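 active = activation above a cutoff set at the mean of all screened compounds plus 3 SD, cut at about 10% in these data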;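 also: 0% = DMSO wells and 100% = sodium butyrate wells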
# DAX1 inh-1: inhibits human nuclear receptor DAX1. P51843. HEK293 Gal4-DAX1 luciferase reporter, luminescence. inhibition, % at 6.75 µM. 340,000 tested, 0.99% active. AID 504766;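 active = inhibition above the mean over all tested compounds plus 3 SD, cut at about 4.2% in these data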;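 also: 0% = DAX1-transfected cells with DMSO and 100% = empty-vector control cells with DMSO; inhibition shows as a rise in luminescence from relieved DAX1 repression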
# Target sequence (P51843 207-470 limits assumed): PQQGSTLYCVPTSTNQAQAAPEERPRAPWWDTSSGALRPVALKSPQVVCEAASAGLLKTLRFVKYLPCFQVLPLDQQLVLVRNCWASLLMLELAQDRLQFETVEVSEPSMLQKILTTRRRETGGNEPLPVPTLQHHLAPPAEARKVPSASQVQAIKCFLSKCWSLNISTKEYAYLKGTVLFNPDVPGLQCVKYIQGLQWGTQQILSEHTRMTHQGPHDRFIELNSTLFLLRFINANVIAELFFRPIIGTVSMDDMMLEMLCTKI
# NPR1 activator: GC-A (human) enzyme activation. activation, % at 10 µM. HEK293 GC-A cells, cGMP TR-FRET, EC30 ANP; 0% at EC30 ANP, 100% saturating ANP. 370,000 tested, 0.14% active. P16066; in the data active = activation above about 40%
# SMARCA2 activ: increases SMARCA2 function in MMTV reporter cells | MG213 cells, MMTV-luciferase reporter, dexamethasone, overnight | activation, % at 9.1 µM | AID 652017 | 370,000 tested, 1% active; in the data active = activation above about 7.8%;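 also: 0% = vehicle wells and 100% = reference activator wells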
# GAA850 FXN act: frataxin GAA850 promoter activation. HEK293 lucGAA850 FXN promoter luciferase reporter, 24 h; percent of 10 µM SAHA response. activation, % at 6 µM. 360,000 tested, 0.56% active;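 active = activation above the average of all compounds screened plus 3 SD, cutoff fixed separately per campaign, cut at about 7.5% in these data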;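 also: 0% = DMSO wells and 100% = 10 µM SAHA wells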
# ssDAF-12 act: activates DAF-12 receptor from parasite S. stercoralis; HEK293 ssDAF-12/GRIP1 lit1-tk-luc reporter, luminescence; % of 3 µM dafachronic acid response; 370,000 tested, 1% active; activation, % at 6.8 µM;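 active = activation above the mean over all tested compounds plus 3 SD, cut at about 0.9% in these data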;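 also: 0% = DMSO-only wells and 100% = 3 µM delta7-dafachronic acid wells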
# ADAM10 inh: inhibits human ADAM10 | O14672 | recombinant ADAM10, EDANS/DABCYL FRET peptide cleavage, 3 h | inhibition, % at 7 µM | 370,000 tested, 0.62% active | AID 720582;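 active = inhibition above a per-campaign cutoff equal to the mean of compounds falling between control-based bounds plus 3 SD, cut at about 20% in these data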;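 also: 0% = DMSO wells while the 100% control is not disclosed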
# Target sequence (O14672 214-748 limits assumed): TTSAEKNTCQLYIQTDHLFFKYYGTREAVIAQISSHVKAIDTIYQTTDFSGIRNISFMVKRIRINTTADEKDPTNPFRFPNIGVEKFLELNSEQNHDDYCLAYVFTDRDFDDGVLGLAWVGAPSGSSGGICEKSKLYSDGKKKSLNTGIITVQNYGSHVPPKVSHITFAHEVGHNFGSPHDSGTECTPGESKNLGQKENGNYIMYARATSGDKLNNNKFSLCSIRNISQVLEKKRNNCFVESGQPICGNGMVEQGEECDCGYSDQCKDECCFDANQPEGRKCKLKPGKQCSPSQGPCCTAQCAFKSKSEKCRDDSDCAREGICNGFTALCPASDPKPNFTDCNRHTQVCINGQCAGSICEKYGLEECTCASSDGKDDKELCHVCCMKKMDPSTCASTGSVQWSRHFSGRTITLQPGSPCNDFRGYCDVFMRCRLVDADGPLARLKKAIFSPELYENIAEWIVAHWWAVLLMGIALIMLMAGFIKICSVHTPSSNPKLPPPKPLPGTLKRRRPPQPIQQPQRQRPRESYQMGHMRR
# DAX1 inh-2: inhibitors of DAX1 repression of SF-1 activated StAR promoter | AID 652010 | HEK293T StAR-luciferase reporter, SF-1/DAX-1 repression relief | 370,000 tested, 1.1% active | inhibition, % at 6.8 µM;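 active = inhibition above the mean over all tested compounds plus 3 SD, cut at about 3.6% in these data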;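 also: 0% = DAX-1 cells with DMSO and 100% = cells lacking DAX-1 with DMSO; higher inhibition means more luminescence from relief of DAX-1 repression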
# hcDAF-12 act: activators of H. contortus DAF-12 nuclear receptor; HEK293 hcDAF-12 lit1-tk-luc reporter, luminescence; 0% DMSO, 100% Δ7-dafachronic acid; activation, % at 6.8 µM; 370,000 tested, 1.4% active; AID 652067;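 active = activation above the mean of all tested compounds plus 3 SD, cut at about 5.5% in these data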;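 also: 100% = response to 3 µM Δ7-dafachronic acid high control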
# HGIII-sPLA2 inh: Blocks human group III sPLA2 activity; QFRET BODIPY PC-A2 liposome hydrolysis, fluorescence; inhibition, % at 12.2 µM; 370,000 tested, 0.56% active; AID 743126;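 active = inhibition above mean plus 3 SD of compounds lying within the high and low control bounds, cut at about 19% in these data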;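 also: 0% = median of test compound wells and 100% = no enzyme DMSO wells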
# * = called active by the depositor; i = inactive; . = no result given.
SMILES,GC-B act,hgDAF-12 ag,DAX1 inh-1,NPR1 activator,SMARCA2 activ,GAA850 FXN act,ssDAF-12 act,ADAM10 inh,DAX1 inh-2,hcDAF-12 act,HGIII-sPLA2 inh
CCOC(=O)C1CCN(CCCSc2ccc(Cl)cc2)CC1,2,1.6,0.3,0,-1,1.3,-1.1,1,-0.1,-1.9,-5
O=C(CCCN1C(=O)c2cccc3cccc(c23)C1=O)N1CCN(c2ccc(F)cc2)CC1,-1,0.4,-0.3,-5,-5,0.9,-1.6,-22,-0.1,-1.3,4
COn1c(=O)c(-c2ccc(F)cc2)[n+]([O-])c2ccccc21,-2,2.6,0.8,0,-4,2.1,-0.2,-52,0.4,0.7,11
O=C(COC(=O)c1cnccn1)NCc1ccc2c(c1)OCO2,3,2.4,-1.1,5,-1,-0.1,-1.7,-13,-0.9,1.1,-1
COC(=O)Cn1nc(-c2ccccc2)n(-c2ccccc2)c1=S,-4,2.5,0.6,-6,-2,0.5,-0.6,9,0.7,0.7,-3
COc1cc(CNCCc2ccccc2F)ccc1OCC(=O)N1CCCCC1,-13,-0.1,-0.2,0,0,1.8,-2.0,-2,-0.5,0.1,-11
O=S(=O)(c1ccc(F)c(F)c1)N1CCC2(CC1)OCCO2,1,-1.0,0.7,2,-1,1.5,-1.2,-2,-0.2,2.8,2
CC(C)(C)NC(=S)N1CCC2CC1c1c(Cl)cccc12 (stereo unspecified),-3,2.2,2.2,-3,-1,-0.8,-1.0,1,-0.1,0.8,1
C=CCc1c(C)nc(-c2ccccc2)nc1Nc1ccccc1O,-3,-1.6,-0.3,4,-3,7.9*,-0.6,15,-0.3,2.5,-32
Cc1ccc(Cn2nnnc2CN2CCC(NC(=O)c3ccc(Br)cc3)CC2)cc1,-2,-0.1,-1.1,-4,0,-2.3,-1.5,-1,-0.8,-0.7,-2
CCCc1cc(=O)[nH]c(SCC(=O)NC2CCCc3ccccc32)n1 (stereo unspecified),-3,1.5,0.1,1,-2,2.6,-1.9,2,0.3,-0.2,-3
CC(NC(=O)C1CCCN1C(=O)c1cccs1)c1ccc(Cl)cc1Cl (stereo unspecified),-1,2.4,0.7,5,-1,-0.3,-1.1,-6,0.0,-0.7,2
CCc1nc2c(OCc3ccc(C#N)cc3)cccn2c1N(C)C(=O)c1ccc(C)cc1,0,-1.8,.,-3,-2,2.0,-1.2,-3,-1.0,-1.3,-5
O=S(=O)(Cc1ccccc1)c1cnc2ccccc2n1,-1,0.7,-2.0,-1,-1,-1.8,-1.2,1,-0.8,0.8,-4
Cn1c(=O)[nH]c(=O)c2[nH]c(NCCCN3CCOCC3)nc21,-3,-1.1,0.3,1,1,-0.5,-0.3,1,0.0,0.4,-2
CC1(C)CC(=O)C(CSC(=O)c2ccccc2)C(=O)C1,2,-0.9,0.2,8,-6,-0.1,-1.3,-13,-0.6,0.7,17
Cc1cc(Cn2nc(C(=O)NCc3cccc(C(F)(F)F)c3)cc2-c2ccccc2)on1,7,-3.2,1.1,2,0,1.9,-1.4,10,0.2,-1.4,-11
CCCCNC(=O)CO/N=C(\C)c1cc2ccccc2o1,4,4.9,-0.7,2,4,4.4,-1.0,1,0.7,5.1,4
Cn1c(=O)[nH]c(=O)c2c1nc(SCCO)n2CC(O)COc1ccccc1 (stereo unspecified),-7,-0.8,0.8,-3,0,-0.8,-0.8,-7,-0.3,-1.3,1
N/C(CCS(=O)(=O)c1ccc(Cl)cc1)=N\OC(=O)c1ccccc1C(F)(F)F,3,1.2,-2.7,10,-2,0.9,-1.0,0,0.0,-2.3,6
CC1CC(C)CN(C(=O)c2ccc3c(=O)n(Cc4ccc5c(c4)OCO5)c(=S)[nH]c3c2)C1 (stereo unspecified),6,3.4,0.8,-2,-2,-0.8,-1.5,5,0.2,-0.4,7
Cc1cc(OCC(=O)Nc2ccccc2C)no1,-4,2.3,-0.5,3,3,1.4,-1.5,-8,0.9,-0.3,0
O=C(NC1CCCC1)c1cccc2c1C(=O)c1ccc(Cl)cc1S2(=O)=O,-2,0.7,0.1,-3,0,-0.1,-1.3,-6,-0.9,-1.8,9
CC(=O)c1c(C)[nH]c(C(=O)OCC(=O)N2CCCC2=O)c1C,4,-0.9,0.3,6,-4,0.8,-1.1,-4,-0.7,-0.1,13
Cc1ccc(C(C)C)c(O)c1C(=O)O,2,1.0,-0.6,-1,-3,-0.5,-1.1,7,0.3,-1.0,-6
Cc1ccc(CNC(=S)Nc2ccc(NS(=O)(=O)c3ccc(C)cc3)cc2)cc1,0,2.2,-0.3,0,-1,0.2,-0.6,4,0.0,2.5,-68
CCOC(=O)c1c(S(=O)(=O)Nc2cccc(Cl)c2)c(C)n(C)c1C,-8,-4.4,-0.3,-5,1,0.2,-1.3,-32,1.6,-0.7,-10
CCC(Sc1nc(=O)cc(N)n1-c1cccc(C)c1)C(=O)Nc1cc(C)on1 (stereo unspecified),-2,-1.2,-1.5,3,-4,-0.8,-0.6,-2,-1.8,-3.4,-5
N#CC1=C(C=Nc2ccccc2O)CCC1,1,3.4,0.0,3,1,0.2,-0.8,-39,-0.2,2.6,2
O=C(CSc1ncn[nH]1)Nc1ccc2c(c1)CCC2,-7,1.7,-1.3,1,-2,0.8,-2.2,11,-0.2,-4.0,-49

# Part of the list above in order of formula weight, smallest number first.
SMILES,GC-B act,hgDAF-12 ag,DAX1 inh-1,NPR1 activator,SMARCA2 activ,GAA850 FXN act,ssDAF-12 act,ADAM10 inh,DAX1 inh-2,hcDAF-12 act,HGIII-sPLA2 inh
Cc1ccc(C(C)C)c(O)c1C(=O)O,2,1.0,-0.6,-1,-3,-0.5,-1.1,7,0.3,-1.0,-6
CC(=O)c1c(C)[nH]c(C(=O)OCC(=O)N2CCCC2=O)c1C,4,-0.9,0.3,6,-4,0.8,-1.1,-4,-0.7,-0.1,13
CCC(Sc1nc(=O)cc(N)n1-c1cccc(C)c1)C(=O)Nc1cc(C)on1 (stereo unspecified),-2,-1.2,-1.5,3,-4,-0.8,-0.6,-2,-1.8,-3.4,-5
CC1CC(C)CN(C(=O)c2ccc3c(=O)n(Cc4ccc5c(c4)OCO5)c(=S)[nH]c3c2)C1 (stereo unspecified),6,3.4,0.8,-2,-2,-0.8,-1.5,5,0.2,-0.4,7

# (further entries)
SMILES,GC-B act,hgDAF-12 ag,DAX1 inh-1,NPR1 activator,SMARCA2 activ,GAA850 FXN act,ssDAF-12 act,ADAM10 inh,DAX1 inh-2,hcDAF-12 act,HGIII-sPLA2 inh
CCc1nc2ccc(C(=O)N3CCN(S(=O)(=O)CC)CC3)cn2c1N(C)Cc1cccs1,5,-2.9,.,5,-6,-0.1,-0.4,-20,1.1,-1.1,1
CC1CC(C)CN(CCCNC(=O)CN2C(=O)CSc3ccc(S(=O)(=O)N4CCOCC4)cc32)C1 (stereo unspecified),1,0.2,0.8,1,-7,1.0,-0.6,1,0.1,0.2,1
O=C(OCC(=O)N1CCCC1)c1ccc(OC(F)(F)F)cc1,3,1.0,-0.3,2,2,1.0,-0.8,2,-0.6,-0.6,1
COc1ccc(-c2noc3c2-c2nc(-c4ccc(Cl)cc4)sc2CC3)cc1,-1,1.6,2.4,-3,2,-1.7,-0.9,2,0.9,-0.3,-2
CC1(C2CC2)NC(=O)N(CC(=O)Nc2ccc(OC(F)F)cc2)C1=O (stereo unspecified),6,-0.4,3.0,-3,-5,0.3,-1.0,-9,-0.7,0.2,1
CCOc1cc(/C=C(\C#N)C(=O)Nc2cccc(C(=O)O)c2)ccc1OCc1ccccc1Cl,0,-1.8,-0.1,4,-3,0.6,-1.0,-11,-0.2,-2.2,0
O=C(NCC1CCCO1)c1ccc(Oc2ccc([N+](=O)[O-])cc2Cl)cc1 (stereo unspecified),0,-0.7,-0.8,3,-3,-1.4,-1.3,-5,-0.2,-1.4,4
COc1ccccc1C(=O)NCC(=O)N/N=C/c1ccc2c(c1)OCO2,-5,-0.8,-1.9,0,-1,1.0,-0.9,-21,-0.1,-0.5,2
COC(=O)c1cnc(NC(=O)C2(C)CCN2C(=O)C(C)C)s1 (stereo unspecified),1,0.9,.,4,-1,-0.1,-1.1,2,0.2,-1.5,2
COc1cc(C#N)ccc1OC(=O)c1cccc(S(=O)(=O)N2CCN(C)CC2)c1,0,-0.2,0.4,-1,1,0.4,-1.4,-2,3.5,0.5,3
CCOC(=O)C1(C)CCN1C(=O)c1ccccc1 (stereo unspecified),-2,-1.4,.,4,-3,-0.5,-1.7,-3,-0.9,-1.6,3
O=C(O)Cc1ccc(NC(=O)Nc2ccc(Br)cc2)cc1,-1,1.4,-0.2,-3,3,1.0,-0.9,1,-0.2,-1.5,-7
COc1cc2cc[n+](Cc3ccc([N+](=O)[O-])cc3)cc2cc1OC,2,0.1,-0.4,10,-1,0.7,-1.4,-2,0.5,-0.7,5
COc1ccccc1/C=C1\SC(=O)N(CCC(=O)N(C)C2CCS(=O)(=O)C2)C1=O (stereo unspecified),2,7.4,0.6,1,0,0.1,-1.0,-2,2.2,-0.2,0
CCc1ccc(CC(=S)N2CCOCC2)cc1,-4,5.6,2.6,2,1,5.3,-0.9,1,1.0,-1.2,3
CCOc1ccccc1N1CCN(C(=S)Nc2ccc(S(N)(=O)=O)cc2)CC1,1,-2.6,-2.0,3,-2,-0.5,-0.3,4,-1.1,-1.2,-3
Cn1nnnc1SCc1ccc(CSc2nnnn2C)cc1,0,-0.8,-0.4,6,1,1.8,-2.2,3,0.1,-0.5,1
CN1CCN(C(=O)N2CCNC2=O)CC1,-1,3.1,-1.5,5,2,0.5,-1.2,8,0.1,-0.8,5
CO/N=C/NC(=O)c1c(OC)ccnc1Oc1ccccc1,3,0.5,0.5,0,-3,3.8,-1.1,-6,-0.6,0.1,9
CN1CCN(C(=O)c2cccc(-c3cnc4cnc(-c5ccccc5Oc5ccccc5)cn34)c2)CC1,-9,-1.1,.,-22,9.5*,-0.3,-0.8,i,1.0,-1.9,-4
COc1cccc(-c2c(C#N)c(N)nc3c2c(C)nn3-c2ccccc2)c1O,3,-4.3,-0.5,15,-3,2.9,-1.1,-15,-0.6,-4.2,-39
Cc1ccc(OCC(=O)N(C)C2CCCCC2)c([N+](=O)[O-])n1,3,0.9,0.2,4,-2,-1.1,-1.2,3,-0.3,-0.3,5
Cc1ccc2nc(-c3ccc(NC(=O)CSc4nc(N)cc(=O)[nH]4)cc3)sc2c1,0,25*,4.5*,4,6,4.2,-0.1,-352,4.8*,2.8,-16
